Source: PubChem (several laboratories)
b-catenin transl – alters nuclear translocation of beta-catenin in HeLa cells. immunofluorescence imaging. nuclear translocation activity, % at 5 µM. 190,000 compounds, 0.3% hits. AID 1665;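 active means nuclear translocation activity above 50% at 5 µM, with a well cell count of 50 or more; inconclusive means wells under 50 cells across six images, flagged as toxic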;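 further: per-cell ratio of nuclear to cytoplasmic median beta-catenin stain intensity; plate controls were DMSO negative control for no effect and GSK-3 inhibitor IX positive control for full effect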
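Test system: human HeLa cell line; Doses: 5 µM primary, 0.02–20 µM confirmation; Incubation: 24 h compound exposure, 37°C; Detection: beta-catenin immunofluorescence imaging with DAPI; Read-out: beta-catenin nuclear/cytoplasmic ratio, % activation.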
Autophagy HCS – alters autophagy in cells. MEF GFP-LC3 puncta imaging; test concentration mostly 10 µM. calls only at 10 µM (by protocol). 190,000 compounds, 0.98% hits. AID 463193;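 active means percentage of spot-positive cells more than 3 SD above its plate mean, without a fluorescence outlier flag or 80% toxicity; inconclusive means no clear call, values can overlap the other calls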;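 further: spot-positive cell cutoff set from DMSO-treated cells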
Hep lipid drop – modulators of hepatic lipid droplet formation; AML12 mouse hepatocytes, oleate lipid droplets, BODIPY imaging; 240,000 compounds, 0.4% hits; inhibition, % at 6.5 µM;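 active means lipid droplet intensity inhibited by at least 50%, with more than 500 cells counted; inconclusive means wells with under 300 cells, treated as cytotoxic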
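Test system: AML12 mouse liver cells; schedule: overnight exposure; technique: high-content imaging of BODIPY-stained droplets and DAPI nuclei; read-out: % inhibition of corrected integrated BODIPY droplet signal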
MT stabilizer – stabilizes microtubules in HeLa cells. 200,000 compounds, 0.83% hits. HeLa tubulin immunostaining HCS, 24 h; share of cells brighter than vehicle mean+2SD. % tubulin-high responders, % at 10 µM;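 active means plate Z-score above 3 for both tubulin-high and condensed-nucleus cell shares, with cell loss under 80%, at 10 µM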;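 further: anti alpha tubulin signal scored within the nucleus-defined area of each cell; some results filed as inactive read as strong as hits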
T cell modulator – T cell immune modulators affecting CD8 T cell-vesicle binding; 2C CD8+ T cell-vesicle binding, flow cytometry; active compounds read low; calls only at 7 µM; 330,000 compounds, 0.068% hits;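 active means response, share of CD8 T cells binding vesicles, and their 90th percentile fluorescence all below set limits, cut at about 80% in these data, passing the limit was not always enough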
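material = purified 2C TCR transgenic mouse naive CD8+ T cells | controls = Unloaded micro-vesicles (low), QL9 vesicles with 0.7% DMSO (high) | detection = cytometric PE anti-B7-1 and Alexa647 anti-CD8 signals after 1% paraformaldehyde fixation | incubation = binding step 1.5 h, 37 °C, antibody labelling 20 min, ice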
Ins promoter up – MIN6 insulin promoter up-regulation. MIN6 insulin promoter-GFP reporter, high-content imaging; active compounds read high. z-score at 5 µM. 190,000 compounds, 0.3% hits;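 active means z-score above 3 at 5 µM with at least 500 cells counted in the well; inconclusive means wells under 500 cells, flagged as cytotoxic or low count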
WT yeast gro inh – growth inhibition of WT yeast, mitochondrial fusion screen; 190,000 compounds, 2.1% hits; inhibition, % at 10 µM; mitochondrial fusion phenotypic screen, WT strain; in the data active means inhibition above about 58%; tested in S. cerevisiae
Myeloid diff MLP – promotes myeloid progenitor differentiation. calls only at 10 µM. ER-HoxA9 myeloid progenitors, lysozyme-GFP differentiation, flow cytometry. 360,000 compounds, 1% hits;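 active means normalized GFP-positive differentiation at or above the plate's own cutoff, the solvent-only control mean plus 3 SD; inconclusive means no clear call, values can overlap the other calls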;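 further: cells exposed to compound for four days before flow analysis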
West Nile antiviral – inhibition of WNV-induced cytopathic effect – cell-based, CPE readout (AID 1621). West Nile virus-infected cells, CPE inhibition; higher % means a stronger effect. CPE inhibition, % at 10 µM, or IC50 in µM where a hit was titrated. 290,000 compounds, 0.02% hits; in the data active means a potency from the dose series; inconclusive means CPE inhibition mostly from about 3.7% at the one dose, without a potency; inactive means the rest, 99 in 100 with CPE inhibition below about 2.2%; further: strong numbers were not always called active
WT yeast gro inh mutant strain – further read-out of WT yeast gro inh, marked with its call; inhibition, %; mitochondrial fusion phenotypic screen, mutant strain inhibition
Ins promoter up cell count – further read-out of Ins promoter up, marked with its call; cell count; measured here: cytotoxicity, nuclei count;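 total cells summed across four imaged fields per well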
Hep lipid drop cells 6.5 µM – also measured in Hep lipid drop; calls as there; cell count; measured here: cell count, cytotoxicity flag;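 cells counted across two imaged fields per well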
b-catenin transl cell count 5 µM – further read-out of b-catenin transl, marked with its call; cell count; measured here: cell count, cytotoxicity flag
T cell modulator vesicle-bound % – recorded beside T cell modulator, whose call it bears; double positive events, %; measured here: CD8+ vesicle-bound cell fraction;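 binding gate set so that unloaded-vesicle control wells show 10% double positive cells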
MT stabilizer Hoechst-high % – also measured in MT stabilizer; calls as there; % Hoechst-high responders; measured here: nuclear condensation Hoechst responders;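 share of cells brighter than vehicle mean plus two SD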
MT stabilizer cytotoxicity % – also measured in MT stabilizer; calls as there; toxicity, %; measured here: cytotoxicity by cell density;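 0% = mean cell density of plate MIN control wells and 100% = no cells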
Autophagy HCS cell loss 18 h – also measured in Autophagy HCS; calls as there; toxicity, %; measured here: cell loss, nuclei count;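 cell loss after 18 h compound exposure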
Myeloid diff MLP GFP+ MAC1+ % – further read-out of Myeloid diff MLP, marked with its call; GFP+ MAC1+ double positive, %; measured here: differentiation confirmed by MAC1 staining
The depositor's hits bear a star; i = inactive; ? = inconclusive; · = no result given.

SMILES | b-catenin transl | b-catenin transl cell count 5 µM | Autophagy HCS | Autophagy HCS cell loss 18 h | Hep lipid drop | Hep lipid drop cells 6.5 µM | MT stabilizer | MT stabilizer Hoechst-high % | MT stabilizer cytotoxicity % | T cell modulator | T cell modulator vesicle-bound % | Ins promoter up | Ins promoter up cell count | WT yeast gro inh | WT yeast gro inh mutant strain | Myeloid diff MLP | Myeloid diff MLP GFP+ MAC1+ % | West Nile antiviral
O=C(NCC1CCS(=O)(=O)C1)NCC1CCS(=O)(=O)C1 (stereo not drawn) | -4.1 | 955 | i | 5.5 | · | · | 2.9 | 1.3 | 0.2 | i | 34.5 | -0.14 | 1266 | -24.9 | -2.0 | i | 2.4 | -0.2%
COC(=O)NCc1ccc(CNC(=O)OC)cc1 | -1.2 | 1374 | i | 5.1 | · | · | 3.1 | 2.3 | 7.2 | i | 12.4 | -0.41 | 1629 | 0.1 | 52.1 | i | 0.8 | 0.0%
CCc1ccccc1N(CC(=O)N1CCN(c2ccccc2F)CC1)S(C)(=O)=O | · | · | i | 14.8 | -0.6 | 779 | 2.3 | 1.7 | 12.0 | i | 23.9 | 0.28 | 1267 | -5.5 | -12.7 | i | 1.5 | -1.4%
COc1ccc(NS(=O)(=O)/C=C/c2ccc(OC)c(OC)c2)cc1 | 0.1 | 1144 | i | 3.2 | -8.7 | 695 | 2.5 | 1.9 | 11.2 | i | 13.8 | -0.07 | 1248 | -0.4 | 5.0 | i | 0.4 | -0.2%
COc1ccc(/C=C2\SC(=O)N(CCC(=O)N3CCCCC3CCO)C2=O)cc1 (stereo not drawn) | · | · | · | · | -4.0 | 693 | · | · | · | i | 35.9 | · | · | · | · | i | 0.8 | -0.3%
CCn1c(CNC(=O)c2ccc(Cl)cc2)nnc1SCC(=O)NC1=NCCS1 | · | · | · | · | -3.2 | 732 | · | · | · | i | 19.5 | · | · | · | · | i | 0.5 | -0.1%
COc1ccc(C(C)=O)cc1COC(=O)c1cc(C)nc2ccccc12 | 2.7 | 1046 | i | 12.2 | 6.3 | 710 | 1.7 | 2.2 | 4.1 | i | 40.4 | -2.24 | 1153 | 3.0 | 6.4 | i | 0.4 | -1.1%
CC(=O)C1=C(O)C(=O)N(c2ccc(Br)cc2)C1c1ccccc1[N+](=O)[O-] (stereo not drawn) | · | · | · | · | 2.1 | 804 | · | · | · | i | 61.6 | · | · | · | · | i | 0.6 | -0.5%
Cc1nc2nc[nH]c2cc1Br | -0.9 | 864 | i | -53.0 | · | · | 4.4 | 2.5 | 10.9 | i | 3.7 | · | · | 8.7 | -4.7 | i | 0.5 | 0.2%
COc1ccc(OC)c(-c2cc(C(=O)Nc3cccc(Cl)c3)no2)c1 | -4.1 | 999 | i | 2.9 | · | · | 2.7 | 1.7 | 12.0 | i | 48.3 | -1.41 | 1328 | 29.6 | 22.9 | i | 8.0 | -0.1%
O=C(Cc1sc(-c2ccccc2Cl)nc1-c1ccccc1)Nc1ccccc1 | 0.8 | 1032 | i | -1.0 | -1.9 | 814 | 0.6 | 1.7 | 8.8 | i | 31.6 | -0.27 | 817 | -42.5 | -29.3 | · | · | 0.4%
Cc1occc1-c1nnc(SCC(=O)Nc2nc(-c3ccccc3)cs2)o1 | · | · | i | -5.5 | -0.2 | 806 | 1.5 | 1.5 | 8.0 | i | 56.8 | -0.08 | 943 | 5.8 | 9.8 | i | 6.6 | -0.1%
COc1ccc(OC)c(NC(=O)c2nc(-c3ccccc3)oc2C)c1 | 1.6 | 1060 | i | -3.3 | 6.2 | 700 | 2.2 | 3.8 | 4.4 | i | 24.7 | -0.37 | 1332 | 3.1 | 16.6 | i | 0.3 | 0.0%
CCOC(=O)C1=C(C)N(C)C(C)=C(C(=O)OCC)C1c1ccsc1 | -2.9 | 1122 | i | -21.6 | 8.5 | 677 | 1.3 | 1.9 | 7.0 | i | 13.6 | 0.04 | 1286 | 6.0 | 6.6 | i | 0.4 | -0.6%
CC(=O)Nc1ccc(-c2nnc(SCC(=O)NCc3ccco3)n2C)cc1 | -4.0 | 1171 | i | 1.3 | -28.8 | 789 | 1.5 | 1.7 | 4.2 | i | 25.3 | · | · | -1.9 | -4.3 | i | 0.2 | 0.2%
CCCCN1C(=O)c2ccc(C(=O)NCc3ccco3)cc2C1=O | · | · | · | · | 4.0 | 598 | · | · | · | i | 69.2 | · | · | · | · | i | 0.9 | -0.3%
O=C(Nc1cc2c(cc1Cl)OCCCO2)c1ccc(F)cc1 | 4.0 | 435 | i | -16.0 | -2.2 | 650 | 2.9 | 2.1 | 2.8 | i | 47.8 | -0.2 | 1210 | -11.1 | -8.7 | i | 0.9 | -0.1%
O=C(COc1ccc2c(c1)CCC2)N1CCN(c2ccccc2F)CC1 | 1.0 | 922 | i | 28.7 | -15.3 | 625 | 3.5 | 1.7 | 7.6 | i | 15.4 | 1.97 | 1340 | 22.3 | -7.0 | i | 0.3 | -1.0%
COc1cc(OC)c(OC)cc1CN1CCN(Cc2cccn2C)CC1 | -0.4 | 947 | i | 11.4 | -0.3 | 679 | 1.7 | 3.4 | 7.6 | i | 42.5 | 0.16 | 1269 | -10.4 | -1.3 | i | 0.8 | 0.5%
CCCCN(c1nc2ccccc2nc1Cl)S(=O)(=O)c1ccc(C)cc1 | · | · | · | · | -6.9 | 888 | · | · | · | i | 53.7 | · | · | · | · | i | 0.9 | -0.8%
Cc1ccc(C2CC(c3ccccc3)=NN2C(=S)Nc2ccccc2)o1 (stereo not drawn) | · | · | i | 25.0 | -22.8 | 760 | 49.7* | 34.5* | 63.3* | i | 9.2 | · | · | -13.5 | 8.8 | i | 1.1 | -0.1%
COc1ccccc1-c1cc(C(=O)Nc2cc(C)n(Cc3ccc(Cl)cc3)n2)no1 | 1.1 | 1364 | i | 38.1 | · | · | 8.0 | 6.5 | 0.8 | i | 12.9 | -0.37 | 1475 | 2.1 | 1.7 | i | 4.3 | ?
C=CCc1cccc(OC)c1OCCOCCn1ccnc1 | -0.8 | 975 | i | -25.5 | -28.7 | 614 | 2.2 | 2.0 | 7.0 | i | 7.2 | 0.02 | 1349 | -2.0 | 10.0 | i | 1.1 | 0.4%
CCc1nnc(SCc2ccc(C(=O)OC)o2)n1N | 2.2 | 698 | i | -1.0 | · | · | 2.3 | 1.0 | 3.9 | i | 9.5 | 2.37 | 1031 | 5.9 | 3.0 | i | 1.3 | 0.0%
CCC(=O)N/N=C(\C)CC(=O)Nc1ccc(F)cc1 | -0.8 | 1099 | i | -2.1 | 4.9 | 682 | 2.8 | 3.1 | 1.1 | i | 31.8 | -0.47 | 1312 | -9.5 | 12.7 | i | 0.7 | -0.5%
CCC(C(=O)NC1CC1)n1nc(C)c2c(C)n(-c3ccc(C)cc3)nc2c1=O (stereo not drawn) | · | · | · | · | -1.2 | 670 | · | · | · | i | 32.2 | · | · | · | · | ? | · | -0.3%
O=C(c1ccc(COc2ccc(Cl)cc2)cc1)N1CCCCC1 | 1.2 | 1498 | i | 6.5 | 15.3 | 760 | 3.7 | 2.7 | 5.1 | i | 55.0 | -0.48 | 1364 | 59.6* | 47.7* | i | 0.6 | -1.3%
O=C(Cn1cc(C(F)(F)F)ccc1=O)N/N=C/c1ccc(Cl)cc1Cl | -1.1 | 944 | i | -2.5 | 1.2 | 556 | 4.9 | 2.4 | 9.0 | i | 40.1 | · | · | 0.8 | -2.6 | i | 0.7 | -0.3%
COc1ccc2[nH]c(C)cc(=O)c2c1 | 0.7 | 970 | i | 7.9 | -1.1 | 786 | 2.8 | 2.3 | 10.0 | i | 27.2 | 0.66 | 1106 | 13.6 | 12.4 | i | 1.1 | -0.1%
Cc1nn(Cc2ccc([N+](=O)[O-])cc2)c(=O)n1-c1cccc(F)c1 | -0.1 | 1327 | i | 3.8 | · | · | 1.4 | 1.1 | 6.7 | i | 46.3 | -1.11 | 1669 | 28.8 | -1.4 | i | 0.7 | -0.5%
c1ccc(CSc2ccc(-c3ccc4c(c3)OCO4)nn2)cc1 | 1.0 | 1047 | i | 23.4 | -3.0 | 686 | 3.2 | 1.7 | 4.0 | i | 37.8 | 0.83 | 1592 | 19.9 | 13.4 | i | 2.6 | -0.8%
O=C(c1cccc2c1-c1ccccc1/C2=N/O)N1CCCCC1 | -4.4 | 1025 | i | -20.2 | · | · | 3.7 | 2.2 | 5.4 | i | 56.6 | 0.42 | 1317 | -12.4 | 7.4 | i | 0.5 | 2.3%
COc1cccc(CN(CC(=O)NCC2CCCO2)C(=O)CNS(=O)(=O)c2ccccc2)c1 (stereo not drawn) | · | · | i | -3.0 | · | · | 2.9 | 1.5 | 2.0 | i | 47.8 | · | · | · | · | i | 0.5 | 0.2%
CCN(CC)c1ccc(NC(=O)CSc2ccsc2[N+](=O)[O-])c(C)c1 | · | · | i | 0.3 | 1.4 | 656 | 3.3 | 3.7 | 5.6 | i | 38.1 | 0.28 | 1146 | 13.6 | 3.4 | i | 0.6 | -0.9%
